FLuc modulator: firefly luciferase modulation, counter-screen for miR-21 project; P08659; purified FLuc, Km substrates, luminescence inhibition; Potency, µM (highest dose often 57.5 µM), inactives show at the highest dose activity change, negative = inhibition, usual class: inhibitors; 6.9% of 360,000 active; AID 588342;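 note: potency is the fitted concentration of half-maximal effect; plate controls were vehicle for no effect and reference inhibitor for full effect; nearly all actives have a fitted effect of over 55% in size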
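Biochemical qHTS of compounds, final roughly 60 µM downward over six points, against 10 nM purified firefly luciferase using Km concentrations of substrates (10 uM D-luciferin, 10 uM ATP) in Tris acetate pH 7.5 buffer; luminescence output.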
NPC1 prom act: activators of NPC1 promoter. Huh7 NPC1 promoter luciferase reporter, 24 h. Potency, µM (series often up to 9.22 µM), without a hit: at the highest dose activation, most hits filed as activators. 2.4% of 320,000 active;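 note: potency is the fitted concentration of half-maximal effect; % of control where 0% means no effect; nearly all actives have a fitted effect of over 60% in size; reporter is driven by a mutant NPC1 promoter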
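Stable NPC1-promoter luciferase Huh7 line; cpd (DMSO) 24 h, 37 °C, 5% CO2; Amplite luciferase reagent 10 min RT; luminescence readout. qHTS format.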
VP16 counter: counter-screen for ROR gamma inhibitors: Gal4-VP16 reporter; AID 2546; Potency, µM (series often up to 53.6 µM), inactives show at the highest dose activity, negative = inhibition, usual class: inhibitors; 3.5% of 310,000 active; Drosophila S2 Gal4-VP16 UAS-luciferase, luminescence, 20 h;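 note: Gal4-VP16 expression switched on by copper sulfate through the metallothionein promoter; potency is the fitted concentration of half-maximal effect; % is set by controls: 0 for no effect and ±100 for the full control effect; nearly all actives have a fitted effect of over 50% in size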
BRCA1 expr act: activators of BRCA1 expression; MCF7-BRCA1-FFLuc reporter, luminescence, 48 h; response scale: scaled: vehicle 0%, 10 µM genistein 100%; Potency, µM (doses to about 46.1 µM), without a hit: at the top dose activation, actives largely listed as activators; 1.1% of 380,000 active; AID 624202; note: potency is the fitted concentration of half-maximal effect; nearly all actives have a fitted effect of over 80% in size; some results filed as inactive show a strong effect at the top dose
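MCF7-BRCA1-FFLuc, 2000 cells/well; 2 h attach, 37 °C/5% CO2; compound 48 h; luciferase substrate 15 min; luminescence end-point. Norm. to genistein 10 microM max activation and DMSO; concentration-response curves fitted.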
Rab9 prom act: activators of Rab9 promoter | Potency, µM (titrated, usually from 9.22 µM), for the others: top-dose activation, negative = inhibition, usual class: activators | 2.8% of 320,000 active | Huh7 Rab9 promoter-luciferase reporter, luminescence, 24 h; note: potency is the fitted concentration of half-maximal effect; % of control where 0% means no effect; nearly all actives have a fitted effect of over 60% in size
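Cells were plated at 1500 per well in reduced-serum medium with 10% FBS and left 2 h. Compound in DMSO was then added for 24 h at 37 °C. Reporter signal was read by luminescence after 10 min with luciferase detection reagent.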
RORg inh: inhibitors of mouse ROR gamma transcriptional activity; Potency, µM (titrated, usually from 53.6 µM), inactives show at the highest dose activity change, negative = inhibition, usual class: inhibitors; P51450; Drosophila S2 Gal4-RORgamma UAS-luciferase reporter, 20 h; 5.4% of 310,000 active; AID 2551; note: potency is the fitted concentration of half-maximal effect; % is set by controls: 0 for no effect and ±100 for the full control effect; nearly all actives have a fitted effect of over 60% in size
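Compounds are pin-transferred onto Drosophila Schneider cells expressing a copper-inducible Gal4–ROR gamma transactivation domain fusion. After 1 hr, copper sulfate is added to 700 uM final; luciferase is read 20 hr later.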
TRPV1 agonist: agonists of human vanilloid receptor 1 (TRPV1); Q8NER1; activation, % at 8.33 µM; 0.19% of 320,000 active; TRPV1-expressing cells, Fluo-8 calcium influx, agonist mode; in the data active = activation above about 80%; inconclusive = between about 30% and that limit; note: 0% is about no effect
Target sequence (Q8NER1 whole entry, looked up): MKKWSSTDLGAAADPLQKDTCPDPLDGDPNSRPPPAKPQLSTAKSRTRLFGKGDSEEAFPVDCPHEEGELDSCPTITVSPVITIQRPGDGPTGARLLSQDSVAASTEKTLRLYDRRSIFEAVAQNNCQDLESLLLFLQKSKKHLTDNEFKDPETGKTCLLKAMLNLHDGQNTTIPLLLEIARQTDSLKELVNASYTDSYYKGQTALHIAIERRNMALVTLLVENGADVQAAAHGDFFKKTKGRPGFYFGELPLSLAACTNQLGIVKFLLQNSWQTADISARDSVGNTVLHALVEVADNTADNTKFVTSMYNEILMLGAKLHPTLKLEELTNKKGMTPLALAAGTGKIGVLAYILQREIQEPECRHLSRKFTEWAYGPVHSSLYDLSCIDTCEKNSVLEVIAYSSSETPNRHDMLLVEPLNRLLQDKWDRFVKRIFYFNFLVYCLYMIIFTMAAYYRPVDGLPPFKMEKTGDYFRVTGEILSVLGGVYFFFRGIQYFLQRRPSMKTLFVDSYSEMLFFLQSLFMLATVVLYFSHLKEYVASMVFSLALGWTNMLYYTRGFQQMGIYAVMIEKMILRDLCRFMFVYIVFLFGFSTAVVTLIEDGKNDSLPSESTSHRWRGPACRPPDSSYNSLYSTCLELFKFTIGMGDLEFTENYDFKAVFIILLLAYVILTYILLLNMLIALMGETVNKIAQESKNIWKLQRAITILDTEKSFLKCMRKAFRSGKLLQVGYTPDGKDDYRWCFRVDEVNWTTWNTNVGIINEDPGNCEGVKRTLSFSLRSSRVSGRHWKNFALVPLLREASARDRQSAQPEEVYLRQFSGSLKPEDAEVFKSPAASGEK
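TRPV1-expressing cells were cultured overnight at 35.5C and loaded with Fluo-8 calcium dye for 40 to 90 min at room temperature. After a 10 s baseline, compound was added and calcium influx was read kinetically for 3 min (ex 480/em 520 nm).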
ELG1 genotox: inducers of genotoxicity in HEK293T ELG1-luciferase cells. Potency, µM (titrated, usually from 46 µM), for the others: at the top dose activity change, positive = activation, actives largely listed as activators. HEK293T ELG1-luciferase reporter, luminescence, 16 h. 1.3% of 330,000 active; note: potency is the fitted concentration of half-maximal effect; % of control where 0% means no effect; nearly all actives have a fitted effect of over 60% in size
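Cells (2,000/well) expressing the ELG1-luciferase fusion are dosed by pin tool and kept 16 hr at 37 °C, 5% CO2. Signal comes from ONE-Glo luciferase reagent after 30 min at room temperature.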
ELG1 DNA repair: ELG1-dependent DNA repair inhibition | HEK293T ELG1-luciferase reporter, luminescence, 16 h; DNA damage induced by 5-fluorouridine | Potency, µM (highest dose often 46.1 µM), for inactives: at the top dose activity change, negative = inhibition, actives largely listed as inhibitors | 2.3% of 330,000 active; note: potency is the fitted concentration of half-maximal effect; % is set by controls: 0 for no effect and ±100 for the full control effect; nearly all actives have a fitted effect of over 55% in size
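Reporter activity after DNA damage by 5-fluorouridine is monitored. Compound-treated cells incubate 16 hr at 37 °C, then ONE-Glo is added for 30 min before luminescence reading.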
p53 reactivation: mutant p53 re-activation in reporter cells | H1299 p53-A138V BP100-luciferase reporter, luminescence, 24 h | Potency, µM (top dose mostly 92.2 µM), for the others: at the highest dose activity change, positive = activation, most hits filed as activators | 0.063% of 320,000 active | AID 504706; note: potency is the fitted concentration of half-maximal effect; % of control where 0% means no effect; nearly all actives have a fitted effect of over 45% in size
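p53-null H1299 cells stably carrying temperature-sensitive p53-A138V and a BP100-luciferase reporter were pinned with compounds (4-point, 1:5 series) and held 24 hrs at 37 deg C. Luminescence was read 10 min after detection reagent.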
Tb PFK block: blocks T. brucei phosphofructokinase; O15648; T. brucei PFK, ADP-Glo luminescence; Potency, µM (top dose mostly 57.5 µM), for the others: top-dose activity, negative = inhibition, usual class: inhibitors; 0.17% of 330,000 active;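 note: potency is the fitted concentration of half-maximal effect; 0% = uninhibited 1x PFK enzyme wells and -100% = no-enzyme wells; nearly all actives have a fitted effect of over 60% in size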
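In TEA buffer at pH 8.0 with 5 mM MgCl2, enzyme (1.25 nM) converted F6P (0.5 mM) and ATP (0.1 mM) for 45 min at room temperature. ADP product was read by luciferase luminescence.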
Starred values were filed as active, the others as inactive; ? = inconclusive; nt = no result given; & = joins results of further samples; [ ] = dose if it differs, or a comment. Unless noted, calls come from the whole dose curve; as a rule, active = well fitted curve in the direction sought with a large enough effect; inconclusive = small, poorly fitted or top-dose-only effect, or another doubt; inactive = no such curve, though single readings can be large; an effect the other way counts as inactive or inconclusive.

molecule	BRCA1 expr act	TRPV1 agonist	NPC1 prom act	ELG1 DNA repair	VP16 counter	FLuc modulator	RORg inh	Rab9 prom act	Tb PFK block	ELG1 genotox	p53 reactivation
O=C(Nc1ccccc1C(=O)N1CCCCC1)c1ccco1	7%	2	0%	11%	-13%	2%	-2%	2%	-5%	-2%	0%
COc1cc(-c2nc(-c3cccc(C(F)(F)F)c3)no2)cc(OC)c1OC	-26%	-3	-4%	23µM*	0%	7%	-36%	-6%	-5%	6%	16%
COc1cc(C(=O)N2CCN(S(=O)(=O)c3cccc(F)c3)CC2)ccc1OCC(=O)N1CCOCC1	-3%	-2	2%	0%	nt	-1%	nt	-5%	0%	1%	1%
CCC(C)NC(=O)CN1C(=O)c2cccc3cccc1c23 (centres undefined)	-25%	-4	1%	2%	9%	0%	?	2%	-1%	1%	0%
CCCCOc1ccccc1P(=O)(O)CP(=O)(c1ccccc1)c1ccccc1	-10%	-1	1%	4%	3%	-1%	12%	10%	-1%	1%	9%
C=CCSc1nnc(CCCCCN2C(=O)c3cccc4cccc(c34)C2=O)o1	-20%	12	-3%	-13%	1%	-11%	26%	-3%	2%	-5%	-5%
COc1ccc(C(=O)N2CCN(CCNC(=O)C(=O)Nc3ccc(F)cc3)CC2)cc1	5%	-3	-2%	?	15%	1%	-4%	-3%	-2%	-5%	-2%
COc1ccccc1N=C1SC(C(=O)Nc2cccc(Cl)c2Cl)C(N)=C1C(N)=O (centres undefined)	-63%	1	-38%[inhibitor]	?	0%	-1%	16%	-24%	1%	-3%	16%
O=C(Nc1cccc(C(=O)O)c1)/C(=C/c1ccc([N+](=O)[O-])cc1)NC(=O)c1ccccc1	16%	2	-1%	1%	5%	-13%	2%	-5%	11%	-2%	4%
Nc1nc(-c2ccccc2)c(C(=O)Nc2ccccc2)s1	-6%	-9	-2%	6%	-5%	-3%	16%	2%	-2%	7%	-5%
O=C(Nc1ccc(Cl)cc1)C1C2C=CC3(O2)C1C(=O)N(CCN1CCCCC1)C3C(=O)NC1CCCCC1 (centres undefined)	-21%	1	0%	6%	14%	1%	-7%	0%	-1%	-5%	-4%
CCOC(=O)CNC(=O)CN1CCC(c2nc3ccccc3[nH]2)CC1	-7%	-1	1%	20%	-4%	-1%	-23%	2%	0%	1%	-4%
CN(C(=O)c1ccc(Cl)c([N+](=O)[O-])c1)C1(C)CCS(=O)(=O)C1 (centres undefined)	-3%	5	-1%	0%	nt	3%	nt	8%	2%	4%	24%
COc1ccccc1OCC(=O)OCC(=O)NCCN1C(=O)CSC1=O	0%[1.84 µM]	-2	-2%	0%	-1%	0%	-18%	-4%	-2%	3%	14%
COc1ccccc1OCC(=O)N1CCC2(CC1)CC(=O)c1ccccc1O2	0%	8	0%	-2%	nt	2%	nt	-4%	0%	0%	-1%
CCCC(=O)OCC(=O)Nc1ccc([N+](=O)[O-])cc1C#N	-29%	1	-3%	-9%	-3%	0%	-12%	0%	-5%	-2%	-2%
CCOC(=O)N1CCN(C(=O)c2ccc3c(=O)n(Cc4ccc(Cl)cc4)c(=S)[nH]c3c2)CC1	-40%	-1	0%	8.2µM*	?	-9%	5.6µM*	-5%	-3%	-5%	-6%
Cc1ccc(NC(=O)c2cc3c(s2)CCC3)cc1S(=O)(=O)N1CCOCC1	-14%[1.84 µM]	?	4%	23µM*	-10%	13µM*	?	-4%	-3%	-15%	-2%
COc1ccc(CCC(=O)Nc2cc(S(C)(=O)=O)ccc2Cl)cc1	nt	4	1%	?	-1%	0%	17%	-4%	1%	1%	-4%
COc1ccc(S(=O)(=O)NCC2CCCO2)cc1C(=O)O (centres undefined)	-10%	1	-4%	11%	1%	-3%	-4%	-9%	2%	-2%	3%
Cc1cc(NC(=O)CSc2nc3ccccc3n2CC(=O)N2CCC(C)CC2)no1	-17%	2	-3%	-27%	-5%	0%	32%	-1%	1%	0%	-4%
COc1cc(CNc2ccccc2Oc2cc(=O)n(C)c(=O)n2C)cc(OC)c1OC	-46%	2	-3%	?	-22%	6%	-30%	14%	6%	4%	-2%
COc1ccccc1OCC(=O)Nc1ccc2c(c1)OCO2	73%	4	?	?	11%	15µM*	9%	21%	-10%	25%	?
CC(C)(C)NC(=O)C(c1ccco1)N(Cc1ccc2c(c1)OCO2)C(=O)Cn1nnc2ccccc21 (centres undefined)	0%	16	-1%	-22%	-17%	6%	-15%	0%	1%	1%	1%
CCCCn1c(N)c(N(CC)C(=O)c2ccncc2)c(=O)[nH]c1=O	-8%	0	0%	?	nt	6%	nt	-4%	1%	0%	12%
COc1ccc(OC2C(=O)N(CCc3ccc(OC)c(OC)c3)C2c2ccc3c(c2)OCO3)cc1 (centres undefined)	-54%	3	0%	18µM*	-6%	0%	22%	0%	-6%	-6%	-5%
CC(C)CC(=O)C1CCCN(C(=O)c2ccc3oc(Cc4ccccc4)nc3c2)C1 (centres undefined)	-3%	?	-4%	-8%	3%	3%	?	3%	?	-5%	-4%
CCc1ccc(N(C(=O)c2csnn2)C(C(=O)NCc2ccccc2)c2ccco2)cc1 (centres undefined)	-19%	1	1%	?	-2%	-4%	-6%	-4%	-1%	-7%	3%
O=S(=O)(Oc1ccccc1N1CCCCC1)c1ccccc1	3%	3	0%	-7%	-2%	-1%	11%	1%	-1%	-4%	3%
O=C(Cc1ccccc1)NC(=S)Nc1cc(C(F)(F)F)ccc1Cl	-21%	?	-8%	14%	-21%	5%	1.6µM*	-7%	2%	-1%	-4%
CS(=O)(=O)c1sc(C#N)c2c1C(=O)CC(c1ccccc1)C2 (centres undefined)	-91%	4	-11%	?	4.5µM*	4%	4.5µM*	-56%[inhibitor]	-8%	-26%	-13%
COc1ccc2c(c1)c1nnc(SCC(=O)N3CCCCC3C)nc1n2C (centres undefined)	3%	0	-1%	-24%	0%	?	-13%[10 µM]	-6%	-5%	0%	-1%
CCN(C(=O)COC(=O)c1n[nH]c2ccccc12)c1ccccc1	7%	4	-8%	3%	nt	1%	nt	-8%	0%	-1%	2%
Cc1cccc(C)c1OCCCN1CCOCC1	-3%	0	3%	28%	-6%	2%	-3%	-2%	0%	1%	9%
Cc1cc(C)n2nc(SCc3cccc(S(=O)(=O)N(C)C)c3)nc2n1	-15%	-8	-3%	-1%	?	8%	26%	-7%	1%	-6%	-3%
CC(OC(=O)CCc1nc2ccccc2c(=O)[nH]1)C(=O)c1ccc(C(C)(C)C)cc1 (centres undefined)	13%	-4	-1%	-1%	5.6µM*	-4%	?	-14%	-1%	17%	?
CC1(C)CC(=O)C2=C(C1)OC(N)=C(C#N)C2c1ccccc1OC(=O)N1CCOCC1 (centres undefined)	-2%	3	11%	9%	-4%	5%	6%	-2%	-4%	4%	-2%
Cc1cc(C(=O)OCC(=O)NCc2cccs2)c2ccccc2n1	9%	10	-8%	3%	-2%	-13%	37%	-1%	-1%	-1%	-1%
Cc1ccc(C(C)C)c(OCCNC(=O)c2cncc(Br)c2)c1	-32%	?	-8%	?	-4%	-1%	?	1%	-3%	-7%	9%
O=S(=O)(c1ccc(Br)cc1Cl)N1CCCN(c2ccc(C(F)(F)F)cn2)CC1	-50%	nt	nt	?	nt	nt	nt	nt	0%	-2%	3%
Cc1sc2nc3n(c(=O)c2c1C)CCCCC3	66%	2	-5%	?	24%	-5%	?	1%	0%	0%	23%
O=C(O)c1ccc2c(c1)C(=O)N([C@H](Cc1c3ccccc3cc3ccccc13)C(=O)O)C2=O	nt	nt	-7%	nt	-6%	0%	-2%	-3%	-8%	nt	nt
Cc1ccc(NC(=O)C2C3C=CC4(O3)C2C(=O)N(CCCN2CCCCC2)C4C(=O)NC2CCCCC2)cc1C (centres undefined)	-1%	0	-16%	9%	-6%	1%	-18%	-15%	-5%	0%	-1%
CC(=O)C(Cc1ccccc1)(Cc1ccccc1)C(C)=O	-11%	22	-3%	-3%	-4%	1%	0%	-3%	1%	4%	24%
Cc1noc(C)c1S(=O)(=O)N(CC(=O)NCCc1ccccc1)c1ccc(C(C)C)cc1	-9%&0%	19	-16%	9%	-11%	1%&-6%	-6%	0%	7%	4%	-2%
CCN(CC)Cc1c(-c2ccccc2)[nH]c2ccc(C)cc2c1=O	1%	3	22%	0%	-12%	-12%	19%	1%	6%	5%	3%

Assay outcomes: PubChem BioAssay, National Center for Advancing Translational Sciences (NCATS)
